# Compound activity from PubChem BioAssay.
# T cell modulator: modulates CD8 T cell binding to vesicles; 2C CD8+ T cell-vesicle binding, flow cytometry; stronger effect = lower value; calls only at 7 µM; 330,000 compounds, 0.068% hits;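 active means response, share of CD8 T cells binding vesicles, and their 90th percentile fluorescence all below set limits, cut at about 80% in these data, passing the limit was not always enough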
#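 Assay system: 2C TCR transgenic mouse naive CD8+ T cells, MACS-purified | Read-out: CD8+ gate FL2 mean fluorescence as % of same-row positive control | Signal: High-throughput flow cytometry with anti-B7-1 and anti-CD8 staining | Timing: Binding step 1.5 h, 37 °C, antibody labelling 20 min, ice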
# GPR55 activation: GPR55 agonists via beta-arrestin recruitment, primary screen, imaging, U2OS cells, beta-arrestin-GFP redistribution (AID 1961); activation, % at 10 µM, or EC50 in µM where a hit was titrated; U2OS GPR55 beta-arrestin-GFP redistribution imaging; higher % means a stronger effect; 290,000 compounds, 0.048% hits;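 active means activation above 40% with more than 50 cells counted in the well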;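 further: U2OS osteosarcoma cells stably expressing GPR55 and beta-arrestin-GFP; plate controls were DMSO negative control for no effect and LPI positive control for full effect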
# NOD2 inhibition: inhibition of NOD2-driven NF-kB reporter – cell-based, luminescence, uHTS, HEK293 (AID 1566); HEK293 NOD2/NF-kB luciferase reporter, luminescence; higher % means a stronger effect; inhibition, % at 4 µM, or EC50 in µM where a hit was titrated; 290,000 compounds, 0.63% hits; further: many of its hits are not listed in these tables
# GPR55 LPI antagonism: inhibition of LPI-stimulated GPR55 beta-arrestin translocation – imaging, U2OS, beta-arrestin-GFP, LPI agonist, primary screen (AID 2013); U2OS GPR55 beta-arrestin-GFP translocation imaging, LPI antagonism; higher % means a stronger effect; inhibition, % at 10 µM; hits with a dose series show IC50 in µM; 290,000 compounds, 0.13% hits;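 active means spots per cell inhibited over 60%, with over 100 cells counted and total cytoplasm intensity under 500,000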;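 further: U2OS cells stably carrying GPR55 and arrestin-GFP stimulated by 5 µM LPI near EC80; imaged beta-arrestin-GFP aggregate spots per cell after agonist stimulation; plate controls were LPI-stimulated DMSO wells for no effect and DMSO wells without LPI for full effect; some results filed as inactive read as strong as hits; confirmed hits need IC50 under 10 µM and bright autofluorescent wells are also inconclusive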
# KOR beta-arrestin-1: kappa opioid receptor activators – cell-based, luminescence, uHTS, primary screen (AID 1777); 280,000 compounds, 0.02% hits; KOR beta-arrestin recruitment, luminescence; higher % means a stronger effect; activation, % at 10 µM, or EC50 in µM where a hit was titrated; in the data active means activation above about 50%, passing the limit was not always enough; further: a part of the inactive calls stands beside numbers as strong as those of hits
# NTR1 agonist: agonists of NTR1, primary screen, imaging, U2OS cells, beta-arrestin-GFP, high content (AID 493036); activation, % at 20 µM; NTR1-U2OS beta-arrestin-GFP spot imaging, agonist mode; 330,000 compounds, 0.17% hits; P30989;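 active means activation at or above 40% of the spot to cytoplasm intensity ratio, with at least 20 cells analyzed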;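 further: 0% = DMSO without peptide and 100% = 100 nM NTR1 peptide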
# Target sequence (P30989 whole entry, looked up): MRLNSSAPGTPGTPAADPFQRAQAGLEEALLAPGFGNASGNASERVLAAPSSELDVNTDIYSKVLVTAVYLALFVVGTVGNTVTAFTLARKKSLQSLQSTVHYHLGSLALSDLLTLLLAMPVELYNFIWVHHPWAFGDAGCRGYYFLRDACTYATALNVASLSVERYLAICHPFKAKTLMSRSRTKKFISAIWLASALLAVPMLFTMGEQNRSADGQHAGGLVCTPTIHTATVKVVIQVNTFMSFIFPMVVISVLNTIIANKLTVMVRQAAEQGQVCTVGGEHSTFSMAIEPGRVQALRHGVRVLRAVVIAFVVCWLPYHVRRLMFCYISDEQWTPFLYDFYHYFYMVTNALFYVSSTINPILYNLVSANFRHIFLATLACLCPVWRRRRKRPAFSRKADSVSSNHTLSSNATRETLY
# NOD1 inhibition: inhibition of NOD1-driven NF-kB reporter – cell-based, luminescence, uHTS, primary screen (AID 1578); NOD1-driven NF-kB luciferase reporter cells, luminescence; higher % means a stronger effect; inhibition, % at 4 µM, or EC50 in µM where a hit was titrated; 290,000 compounds, 1% hits; in the data active means inhibition mostly above about 36%, no sharp cut-off; inactive means mostly below about 34%;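 further: HEK-293T reporter cells stimulated with the NOD1 agonist gamma-tri-DAP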
# Myeloid diff MLP: compounds promoting myeloid differentiation; AID 624256; ER-HoxA9 myeloid progenitors, lysozyme-GFP differentiation, flow cytometry; 360,000 compounds, 1% hits; calls only at 10 µM;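 active means normalized GFP-positive differentiation at or above the plate's own cutoff, the solvent-only control mean plus 3 SD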;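 further: cells exposed to compound for four days before flow analysis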
# KOR beta-arrestin-2: KOR antagonists, beta-arrestin recruitment, cell-based, luminescence, uHTS (AID 1778); KOR beta-arrestin recruitment, luminescence, antagonist mode; higher % means a stronger effect; inhibition, % at 10 µM; hits with a dose series show IC50 in µM; 290,000 compounds, 0.091% hits; further: strong numbers were not always called active
# T cell modulator vesicle-bound %: recorded beside T cell modulator, whose call it bears; double positive events, %; measured here: CD8+ vesicle-bound cell fraction;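 binding gate set so that unloaded-vesicle control wells show 10% double positive cells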
# NTR1 agonist cell count 20 µM: further read-out of NTR1 agonist, marked with its call; cell count; measured here: cell count, cytotoxicity flag
# Myeloid diff MLP GFP+ MAC1+ %: second read-out of Myeloid diff MLP, no call of its own (marks repeat the call); GFP+ MAC1+ double positive, %; measured here: differentiation confirmed by MAC1 staining
# Numbers without * were called inactive; i = inactive; . = not tested or not shown; [ ] = remark or other dose. Unless noted, no stated cut-off is given here; in the data, active means inhibition above about 50%; inactive means the rest.
SMILES,T cell modulator,T cell modulator vesicle-bound %,GPR55 activation,NOD2 inhibition,GPR55 LPI antagonism,KOR beta-arrestin-1,NTR1 agonist,NTR1 agonist cell count 20 µM,NOD1 inhibition,Myeloid diff MLP,Myeloid diff MLP GFP+ MAC1+ %,KOR beta-arrestin-2
Cc1ccc(C(=O)Nc2cc3[nH]c(=O)oc3cc2C)cc1,i,35,-0.1%,5%,8%,-4.8%,-1.1,82,-2%,i,1.3,19%
Cc1cc(C(=O)COc2ncnc3sccc23)c(C)n1C,i,16,0.0%,-16%,-5%,.,-4.6,84,-19%,i,1.2,26%
COc1ccc(NC(=O)CS(=O)(=O)c2ccc(Br)cc2)cc1,i,56,0.0%,-6%,10%,-4.3%,-1.3,92,-8%,i,0.8,22%
O=C(Nc1ccc(F)cc1)Nc1nnc(Cc2ccccc2F)s1,i,32,1.7%,-43%,-6%,-0.8%,2.4,61,6%,i,0.2,19%[20 µM]
Cc1ccc(CNC(=O)CCn2nc(-c3ccc(Cl)cc3)ccc2=O)cc1,i,15,-0.2%,12%,0%,-4.8%,-0.1,45,-29%,i,6.7,23%
COc1cccc(C2C(C(=O)c3cc4ccccc4o3)=C(O)C(=O)N2CCN2CCOCC2)c1 (configuration not stated),i,25,-0.2%,-7%,1%,-2.4%,0.1,55,-14%,i,0.3,-19%
Cc1onc(-c2c(F)cccc2Cl)c1C(=O)NCCCN1CCOCC1,.,.,-0.1%,6%,-1%,-1.9%,1.6,66,-20%,i,0.7,38%
Cc1cc(C)n2nc(SCC3COc4ccccc4O3)nc2n1 (configuration not stated),i,50,0.0%,-9%,-7%,0.9%,-0.2,99,-68%,i,0.9,5%
C=CCc1ccccc1OCCNCCCOC,i,50,-0.4%,-17%,1%,-0.8%,1.7,57,-27%,i,0.0,.
COC(=O)c1ccc(NC(=O)CCCCCn2nnc3ccccc3c2=O)cc1,i,17,-0.2%,35%,-14%,0.6%,0.5,89,-3%,i,0.8,20%
COc1ccc(C(=O)C2CCN(C(=S)NCC3CCCO3)CC2)cc1 (configuration not stated),i,6,-0.3%,-4%,-12%,-7.2%,1.2,32,-6%,i,1.0,-5%
COc1cccc(/C=N/NC(=O)C(=O)N/N=C/c2cccc(OC)c2OC)c1OC,i,6,-0.2%,2%,15%,-1.6%,0.0,63,-34%,i,0.5,-41%
CCOC(=O)c1sc(N)c(C(=O)OCC)c1COC(=O)C1CC(=O)N(Cc2ccco2)C1 (configuration not stated),i,62,-0.1%,0%,11%,-4.2%,0.8,54,-27%,i,0.6,37%
CC(C(=O)NCC1CCCO1)N(C(=O)c1snc(C(N)=O)c1N)c1ccccc1 (configuration not stated),i,19,-0.1%,18%,4%,-1.7%,-1.5,76,-8%,i,1.1,-18%
COc1ccc(C(=O)N2CCC(C(=O)NCc3ccccn3)CC2)cc1,i,52,-0.1%,0%,-9%,-0.9%,-0.4,40,-10%,.,.,8%
CC(C)Cc1nc(SCC(=O)N2CCCCC2)c2c(=O)n(C)c(=O)n(C)c2n1,i,68,-0.1%,12%,6%,-0.5%,7.8,55,-25%,i,1.3,-21%
Cc1cc(N/N=C/c2c[nH]c3ccccc23)c2ccccc2n1,i,47,-0.1%,-39%,-8%,-1.7%,4.5,72,-29%,i,0.4,-132%[20 µM]
CC1=CC(c2ccc(Cl)cc2)n2nc(NC(=O)CCC(=O)O)nc2N1 (configuration not stated),i,55,-0.1%,4%,10%,0.1%,-0.2,59,-7%,i,0.1,8%
O=C(CSc1nc2ccccc2c(=O)n1-c1ccccc1)NCc1ccc2c(c1)OCO2,i,29,0.3%,5%,-7%,4.3%,2.1,55,4%,i,1.3,-50%
NS(=O)(=O)c1ccc(NC(=O)COC(=O)CCc2c[nH]c3ccccc23)cc1,i,27,-0.2%,-26%,-8%,1.5%,0.3,25,-13%,i,0.7,-4%

# A draw from above in order of molar mass, smallest number first.
SMILES,T cell modulator,T cell modulator vesicle-bound %,GPR55 activation,NOD2 inhibition,GPR55 LPI antagonism,KOR beta-arrestin-1,NTR1 agonist,NTR1 agonist cell count 20 µM,NOD1 inhibition,Myeloid diff MLP,Myeloid diff MLP GFP+ MAC1+ %,KOR beta-arrestin-2
COc1ccc(C(=O)C2CCN(C(=S)NCC3CCCO3)CC2)cc1 (configuration not stated),i,6,-0.3%,-4%,-12%,-7.2%,1.2,32,-6%,i,1.0,-5%
NS(=O)(=O)c1ccc(NC(=O)COC(=O)CCc2c[nH]c3ccccc23)cc1,i,27,-0.2%,-26%,-8%,1.5%,0.3,25,-13%,i,0.7,-4%
CC(C)Cc1nc(SCC(=O)N2CCCCC2)c2c(=O)n(C)c(=O)n(C)c2n1,i,68,-0.1%,12%,6%,-0.5%,7.8,55,-25%,i,1.3,-21%
CC(C(=O)NCC1CCCO1)N(C(=O)c1snc(C(N)=O)c1N)c1ccccc1 (configuration not stated),i,19,-0.1%,18%,4%,-1.7%,-1.5,76,-8%,i,1.1,-18%
O=C(CSc1nc2ccccc2c(=O)n1-c1ccccc1)NCc1ccc2c(c1)OCO2,i,29,0.3%,5%,-7%,4.3%,2.1,55,4%,i,1.3,-50%

# Additional compounds follow.
SMILES,T cell modulator,T cell modulator vesicle-bound %,GPR55 activation,NOD2 inhibition,GPR55 LPI antagonism,KOR beta-arrestin-1,NTR1 agonist,NTR1 agonist cell count 20 µM,NOD1 inhibition,Myeloid diff MLP,Myeloid diff MLP GFP+ MAC1+ %,KOR beta-arrestin-2
O=Cc1c[nH]c2ncccc12,i,40,0.0%,12%,-8%,0.7%,0.2,44,-2%,.,.,22%
O=C(N/C(=C\c1ccc(Br)cc1)C(=O)N1CCCC1)c1cccs1,i,5,0.0%,9%,16%,-9.2%,0.7,49,-13%,i,0.6,32%
CCNC(=S)N(Cc1ccco1)Cc1cc2cc3c(cc2[nH]c1=O)OCCO3,i,40,-0.4%,2%,10%,2.5%,1.9,42,3%,i,0.7,19%
CN(c1ccccc1C(=O)N1CCN(c2cccc(Cl)c2)CC1)S(C)(=O)=O,i,38,0.0%,-4%,20%,-2.9%,0.0,66,-4%,i,1.2,2%
CCC(C(=O)Nc1ccc2[nH]ncc2c1)c1ccccc1 (configuration not stated),i,46,0.0%,-35%,11%,-5.4%,2.5,40,17%,i,0.9,-23%[20 µM]
CN1/C(=C/C=N/n2cnnc2)C(C)(C)c2ccccc21,i,9,-0.2%,3%,-2%,-0.5%,-0.7,52,-8%,i,3.4,20%
CCOc1cc(C(N)=O)cc(Br)c1OCC,i,28,0.0%,24%,-4%,-1.9%,-0.7,61,46%,i,2.5,15%
CC1Cc2ccccc2N1C(=O)CSc1nnc2c(n1)[nH]c1ccccc12 (configuration not stated),i,60,-0.2%,0%,2%,-1.5%,4.9,50,-1%,i,1.1,29%
CCOc1ccc(-c2cc(C(=O)NCCCn3ccnc3)c3cc(Br)ccc3n2)cc1,i,67,0.3%,13%,23%,0.0%,13,42,-42%,i,0.4,25%
CCN(CC)S(=O)(=O)c1ccc2nc(COC(=O)c3n[nH]c4ccccc34)[nH]c2c1,i,37,-0.1%,10%,4%,1.4%,-3.5,68,-10%,i,1.3,-10%
CCCC(O)(c1ccc(Br)cc1)C(CN1CCOCC1)c1ccc(Cl)cc1 (configuration not stated),i,15,-0.1%,5%,15%,-3.1%,17,100,3%,i,0.5,34%
CCOC(=O)c1[nH]nc(-c2cc(CC)c(O)cc2O)c1-c1cscn1,i,38,0.4%,-30%,-1%,-1.1%,5.9,57,28%,i,2.6,-18%
CC(C)C(NS(=O)(=O)c1cccc2nsnc12)C(=O)N1CCCCC1 (configuration not stated),i,17,0.1%,17%,9%,0.2%,0.3,55,6%,i,0.0,-9%
CN(C)c1ncc(C(=O)O)cn1,i,28,-0.2%,3%,7%,1.6%,-1.6,51,14%,i,3.6,-8%
Cc1cc2c(c(SCC#N)n1)C(=O)OC2,i,8,0.2%,-12%,9%,5.1%,-0.7,59,-37%,i,0.2,-35%
COc1ccc(NC(=O)CSc2nnc(Cc3ccccc3)o2)c(OC)c1,i,23,-0.2%,-1%,4%,-4.0%,-0.1,39,-11%,i,5.3,-9%
Cc1cc2cc(CN(CC3CCCO3)C(=S)NCc3ccco3)c(=O)[nH]c2cc1C (configuration not stated),i,46,-0.2%,7%,4%,-6.1%,-0.6,53,-21%,i,0.4,7%
CC(C)(C)NC(=O)c1cnn(-c2ccccc2)c1NC(=O)c1ccccc1,i,15,0.2%,17%,-1%,-2.3%,0.4,49,7%,i,0.9,5%
C=CCn1c(=O)c2ccccc2n2c(SC(C)C(=O)Nc3nc(-c4ccccc4)cs3)nnc12 (configuration not stated),i,13,-0.1%,2%,-4%,-2.0%,-1.0,57,-4%,i,1.0,26%
O=C(CN(Cc1cccs1)C(=O)c1csnn1)NC1CCCC1,i,29,-0.4%,21%,-10%,0.6%,-0.9,91,-8%,i,0.9,51%
CN(C)C(CNC(=O)C1CCN(S(=O)(=O)c2cccc(Cl)c2Cl)CC1)c1ccccc1 (configuration not stated),i,60,-0.3%,0%,-6%,-2.0%,-0.1,74,0%,i,1.0,-7%
NS(=O)(=O)c1ccc(CCNC(=O)CCCC2=NS(=O)(=O)c3ccccc3N2)cc1,i,64,-0.1%,9%,10%,-2.9%,1.2,83,.,i,0.8,15%
COC(=O)c1onc(-c2c(C)cc(C)cc2C)c1C(=O)OC,i,55,-0.1%,-2%,12%,3.0%,0.6,41,-10%,i,1.5,12%
CC(C)Cc1nc(C(N)=O)c2[nH]c(=O)n(-c3ccc(F)cc3)c2n1,i,24,-0.2%,6%,0%,-1.3%,-2.2,101,-7%,i,1.5,-13%
O=S(=O)(NCCCc1ccccc1)c1ccccc1,i,47,-0.1%,14%,-3%,-9.1%,1.2,55,-1%,i,0.2,8%
O=C(NCCc1csc(-c2cccnc2)n1)c1cccs1,i,16,0.4%,19%,13%,-7.1%,3.4,63,-7%,i,2.6,-20%

# These rows are one share of the data; count on the stated rates, not on these rows.
